Source: PubChem BioAssay
KDM5B inh – KDM5B demethylase inhibition | KDM5B demethylase, FDH-coupled NADH fluorescence (FDH is formaldehyde dehydrogenase) | Q9UGL1 | 2.6% of 220,000 active | Potency, µM (doses to about 57.7 µM), inactives show top-dose activity change, negative = inhibition, most hits filed as inhibitors | AID 1347165; active = well fitted inhibition curve with a large enough effect; inconclusive = small, poorly fitted or top-dose-only effect; inactive = no such curve, though single readings can be large or run the other way; also: 0% is about no effect; nearly all actives have a fitted effect of over 70% in size
Target sequence (Q9UGL1 whole entry, looked up): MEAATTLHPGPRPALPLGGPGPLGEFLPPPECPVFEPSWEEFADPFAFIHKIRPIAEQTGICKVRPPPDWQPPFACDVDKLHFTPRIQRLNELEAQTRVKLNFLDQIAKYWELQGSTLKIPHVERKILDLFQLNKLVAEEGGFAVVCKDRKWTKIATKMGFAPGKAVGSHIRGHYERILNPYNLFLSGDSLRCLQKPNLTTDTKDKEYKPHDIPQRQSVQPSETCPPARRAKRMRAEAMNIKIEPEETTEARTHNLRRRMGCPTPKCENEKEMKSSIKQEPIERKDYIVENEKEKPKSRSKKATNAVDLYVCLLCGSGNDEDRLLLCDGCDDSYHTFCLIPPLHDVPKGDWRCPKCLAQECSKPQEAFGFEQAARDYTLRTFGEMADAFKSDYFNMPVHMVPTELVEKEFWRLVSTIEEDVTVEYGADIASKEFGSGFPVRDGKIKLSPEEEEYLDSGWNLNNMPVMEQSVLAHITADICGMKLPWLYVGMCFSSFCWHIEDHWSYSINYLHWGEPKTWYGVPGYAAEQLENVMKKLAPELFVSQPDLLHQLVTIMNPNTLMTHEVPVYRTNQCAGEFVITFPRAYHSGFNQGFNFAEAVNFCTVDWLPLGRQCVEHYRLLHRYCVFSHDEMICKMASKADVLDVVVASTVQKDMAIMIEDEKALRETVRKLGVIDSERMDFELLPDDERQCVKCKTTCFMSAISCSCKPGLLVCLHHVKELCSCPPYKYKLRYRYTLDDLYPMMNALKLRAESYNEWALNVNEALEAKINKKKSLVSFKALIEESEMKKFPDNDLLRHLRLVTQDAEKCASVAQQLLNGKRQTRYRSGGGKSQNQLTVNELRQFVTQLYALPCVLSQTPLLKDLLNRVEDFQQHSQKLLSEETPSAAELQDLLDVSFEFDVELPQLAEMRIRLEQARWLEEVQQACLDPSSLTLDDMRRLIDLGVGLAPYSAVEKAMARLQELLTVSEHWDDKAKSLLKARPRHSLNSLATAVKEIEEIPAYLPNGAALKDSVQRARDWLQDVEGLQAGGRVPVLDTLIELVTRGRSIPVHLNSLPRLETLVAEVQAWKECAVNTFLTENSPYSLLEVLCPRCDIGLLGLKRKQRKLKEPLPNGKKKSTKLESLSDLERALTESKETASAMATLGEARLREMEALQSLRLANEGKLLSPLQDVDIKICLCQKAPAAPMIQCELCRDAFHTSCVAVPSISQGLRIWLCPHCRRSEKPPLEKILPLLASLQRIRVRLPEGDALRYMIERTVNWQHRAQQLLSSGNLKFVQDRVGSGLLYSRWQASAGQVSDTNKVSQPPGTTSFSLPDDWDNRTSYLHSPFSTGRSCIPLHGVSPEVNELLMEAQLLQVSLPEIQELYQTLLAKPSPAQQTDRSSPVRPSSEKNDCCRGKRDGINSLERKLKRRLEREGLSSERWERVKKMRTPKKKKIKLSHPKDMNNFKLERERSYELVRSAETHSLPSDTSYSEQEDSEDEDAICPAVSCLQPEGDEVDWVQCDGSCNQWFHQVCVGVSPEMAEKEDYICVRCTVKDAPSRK
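Inhibition is measured as reduced NADH fluorescence generation from FDH coupling to formaldehyde release. Truncated KDM5BΔAP at 200 nM final acts on H3K4me3 peptide (12.5 µM in substrate mix) in pH 7.5 HEPES buffer with Tween-20, 30 min, room temperature.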
* hit, by the source's call; i = inactive; ? = inconclusive; & = joins results of further samples; [ ] = remark or other dose. Potency is read from the fitted curve at half-maximal effect.

SMILES | KDM5B inh
CCOC(=O)c1ccc(NC(=O)c2ncoc2-c2ccc(OC)cc2)cc1 | 2.9%
CCOC(=O)Cc1csc(NC(=O)c2[nH]c3c(c2C)C(=O)CCC3)n1 | 3.2%
NC(=O)Cc1csc(NC(=O)CCc2ncc(-c3ccc(F)cc3F)o2)n1 | 11.8%
O=C(c1cccc(F)c1)N1CCC2(CC1)NC(=O)N(c1ccccc1Cl)N2 | ?
Cc1noc(C2CC3(CCN(C(=O)Cn4nc(C(F)(F)F)cc4C)CC3)CN2C)n1 (stereo unspecified) | -11.4%
O=C(Nc1ccc(Sc2ccc(Br)cc2)cc1)c1n[nH]c(=O)c2ccccc12 | 8.2%
CCC(C)Sc1c(C(C)C)cnc2c1c(=O)n(C)c(=O)n2C (stereo unspecified) | -24.1%
CC(=O)c1ccc(NC(=O)c2ccc(-c3nc(CSc4ccc(C)cc4)c(C)o3)cc2)cc1 | -2.6%
Cc1cc(NC(=O)CS(=O)CC(=O)Nc2c(C)cccc2C)ccc1-n1cnnn1 (stereo unspecified) | 15.9%
CN(CCc1ccccn1)C(=O)CCC[C@@H]1[C@H]2CCCN3CCC[C@@H](CN1C)[C@@H]23 | -22.1%
CCN(Cc1ccc(Cl)s1)C(=O)c1cnccn1 | -18.2%
c1coc(-c2nc(-c3ccc4c(c3)OCCCO4)cs2)c1 | ?
CS(=O)(=O)NC1CCN(S(=O)(=O)c2ccsc2C(=O)O)CC1 | 0.3%
CC(=O)N1CC2(CCCN(Cc3cc4ccccc4[nH]3)C2)Cc2ccccc21 (stereo unspecified) | 18.8%[115 µM]
O=S(=O)(Cc1ccccc1)N1CCC(c2noc(-c3ccncc3)n2)C1 (stereo unspecified) | 14.3%
NC1=NC(=O)C(Cc2ccc(OC(F)(F)F)cc2)S1 (stereo unspecified) | 37.9%[activator]
COc1ccc(NC(=O)Cn2nc(C)c3nn(-c4ccc(Cl)cc4)c(C)c3c2=O)cc1 | -7.7%
CCCNc1c(NC(=O)c2ccc(C(C)(C)C)cc2)c(=O)oc2ccccc12 | 5.3%
CCN(CC)S(=O)(=O)c1ccc2[nH]c(=O)cc(C(=O)NCc3ccc(CN(C)C)cc3)c2c1 | 10.8%
NS(=O)(=O)c1ccc(NC(=O)Nc2ccc3c(c2)OCO3)cc1 | 1.4%
COc1nc2c(cc1CNC(=O)c1ccc(F)cc1)C(=O)N(C1CCCC1)C2 | ?
Cc1cc(C)cc(C(=O)NCCn2ccn3nc(-c4ccc(C)cc4C)cc3c2=O)c1 | 22.4µM*
CCCN(CCC)C(=O)C1CCN(c2cc(C)nc3c(-c4ccc(Cl)cc4)c(C)nn23)CC1 | -17.0%
O=C(Cn1nc2c(cc1=O)CCCC2)NCc1ccccc1 | -12.5%
COc1cc(C)c(NC(=O)c2c(C)noc2C(C)C)cc1OC | -0.4%
Next records
SMILES | KDM5B inh
O=C(c1ccnc(-c2ccncc2)c1)N1CCCC1 | -20.3%
CC(C)NC(=O)C1CCN(C(=O)c2ncn3c2COC(c2ccccc2)C3)CC1 (stereo unspecified) | 8.8%
CCOc1ccc2c(C)c(-c3ccccc3)c(=O)oc2c1 | ?
O=c1c2ccccc2n(Cc2cccc(Cl)c2)c(=O)n1Cc1ccccc1 | ?
COCCn1c(SCC(=O)Nc2ncc(Cl)cc2Cl)nc2ccccc21 | -6.1%
COc1ccc(N(C(=O)c2ccccc2C)S(=O)(=O)c2ccc(Cl)cc2)cc1 | -11.4%
Cc1nc(-c2cc(C#N)c(=O)[nH]c2C)cs1 | ?
CCOc1ccccc1CNS(=O)(=O)c1cnc(N)nc1 | 7.9%
COc1ccc(NC(=O)c2ccco2)cn1 | 13.6%
COc1ccc(OCCC(=O)c2ccc(OC)cc2)cc1 | 22.5%
CN(Cc1ccccc1)C(=O)c1ccc2c(c1)CCCN2S(C)(=O)=O | -17.0%
CCOc1cc(=O)n2c(c1C(=O)Nc1cc(Cl)ccc1OC)CCCC2 | 26.3%
COc1ccc(NC(=O)c2cc(-c3ccco3)nc3ccccc23)cc1 | -6.5%&-8.1%
CSc1cccc(NC(=O)Nc2nc3c(C)cccc3s2)c1 | 34.1%[activator]
CC(C)CN1C(=O)c2cccn2CC1C(=O)NCCCN1CCc2ccccc2C1 (stereo unspecified) | -7.9%
CCOC(=O)c1[nH]c(C)c(/C(O)=C2\C(=O)C(=O)N(CCN(C)C)C2c2cccc(F)c2)c1C (stereo unspecified) | 6.7%
CCOc1ccccc1C(=O)N(Cc1ccco1)Cc1ccccc1F | -18.8%
CC(C)CN1CCNC(=O)C1CC(=O)O (stereo unspecified) | 22.6%
Cc1ccc(N2CCN(C(=O)c3cnn(-c4ccc(C)c(C)c4)c3C3CCNCC3)CC2)c(C)c1 | ?
CCCCCNC(=O)c1ccc(CN2C(=O)NC3(CCS(=O)(=O)CC3)C2=O)cc1 | -17.8%
CCc1ccc(NC(=O)N2CCC(N3CCN(Cc4ccc(C)cc4)C(=O)C3=O)CC2)cc1 | -9.3%
FC(F)(F)c1ccc(/C=N/Nc2ccc(Cl)cc2)cc1 | -27.6%
CCc1ccc(-c2cc(C(=O)O)c3ccc(C)c(C)c3n2)cc1 | ?
O=C(CN1Cc2ccccc2C1=O)Nc1ccc(S(=O)(=O)N2CCCCCC2)cc1 | -12.1%
CCOC(=O)c1cnc(NCc2ccccc2OC)c2ccccc12 | ?

Looked up one by one from above (five):
SMILES | KDM5B inh
CCOc1cc(=O)n2c(c1C(=O)Nc1cc(Cl)ccc1OC)CCCC2 | 26.3%
O=C(CN1Cc2ccccc2C1=O)Nc1ccc(S(=O)(=O)N2CCCCCC2)cc1 | -12.1%
CCOC(=O)c1cnc(NCc2ccccc2OC)c2ccccc12 | ?
CCN(CC)S(=O)(=O)c1ccc2[nH]c(=O)cc(C(=O)NCc3ccc(CN(C)C)cc3)c2c1 | 10.8%
c1coc(-c2nc(-c3ccc4c(c3)OCCCO4)cs2)c1 | ?

More results.
SMILES | KDM5B inh
COCCNC(=O)[C@H]1C[C@H](Oc2ccccc2)CN1Cc1ccc2[nH]ccc2c1 | 13.4%
Cc1cc(C[C@@H]2COC[C@@H]2NC(=O)Cc2c(C)[nH]c3ccccc23)on1 | -24.2%
COc1cccc(CNC(=O)Cc2n[nH]c(=O)c3ccccc23)c1 | 12.5%
O=C(NCC1CC1)c1cn(C2CN(C(=O)NCCc3ccccc3)C2)nn1 | 14.4%
COc1cccc(-c2cc(=O)n(-c3ccccc3OC)[nH]2)c1 | ?
Cc1ccc(C(=O)c2c(N)c(C(=O)Nc3cccc(C(F)(F)F)c3)c3ccccn23)cc1 | -12.4%
CN(Cc1ccc(F)cc1)C(=O)NC1CCCC1 | 25.3%[86.2 µM]
CC(C)C(NC(=O)c1ccccc1Cl)c1nc(-c2cccnc2)no1 (stereo unspecified) | -15.5%
O=C(COc1ccc(F)c(Cl)c1)N1CCC(c2nc3ccccc3o2)CC1 | -8.9%
CC(=O)N1Cc2ccccc2CC2(CCN(CC3CCCCC3)CC2)C1 | 5.0%[115 µM]
CCCNC(C(=O)O)C(C)C (stereo unspecified) | 2.8%
O=C(NCCCCCCNC(=O)C1CC1)C1CC1 | 18.1%
O=C(COc1ccc(F)c(Cl)c1)N[C@H]1C[C@@H]2OCC[C@H]12 | 7.2%
COCCCNC(=O)Nc1ccc2nc(N3CCOCC3)cc(C)c2c1 | i
COc1cc2c(cc1OC)-c1c(c(C(=O)NCCN3CCOCC3)nn1-c1cccc(Cl)c1)C2 | ?
CSc1ccc(NC(=O)c2ccc3c(c2)CCC3)cc1 | 74.9%[activator]
O=C(Cc1ccc(-c2ccccc2)cc1)N1CC(COc2ccccc2)C2(C1)CN(C(=O)c1cn[nH]c1)C2 (stereo unspecified) | -12.5%
CCn1cc(S(=O)(=O)N2CCC(Oc3ccc(-c4noc(COC)n4)cc3)C2)cn1 (stereo unspecified) | 4.9%
CNC(=O)[C@@H]1CN(Cc2ccccc2C(F)(F)F)C[C@H]1CO | -22.7%
COC(=O)CSc1nc2c(cnn2-c2ccc(F)cc2)c(=O)[nH]1 | 2.8%
COc1ccccc1CC(=O)N1CCCc2ncc(C(=O)N3CCN(CCO)CC3)cc21 | -22.0%[86.2 µM]
COc1ccc(NC(=O)CCc2nc(-c3ccc(C)n(C(C)C)c3=O)no2)c(OC)c1 | 4.2%
COCCn1ncc(N2CCC(NC(=O)c3ccccc3OC)CC2)cc1=O | -6.6%
CCOc1ccc(C(=O)c2cn(CC(=O)Nc3cc(OC)ccc3OC)c3cc(OC)c(OC)cc3c2=O)cc1 | -11.6%
COc1cc(C(=O)NCc2c[nH]c3ncccc23)nc2ccccc12 | -17.3%

KDM5B inh, entries above that show a hit.
SMILES | KDM5B inh
Cc1cc(C)cc(C(=O)NCCn2ccn3nc(-c4ccc(C)cc4C)cc3c2=O)c1 | 22.4µM*

(listing goes on)
SMILES | KDM5B inh
COc1cc(NC(=O)CCc2c(C)n(C)c3cc(-c4ccccc4C)nn3c2=O)cc(OC)c1OC | ?
O=S(=O)(c1ccccc1)c1nc(-c2cccs2)oc1N1CCCCC1 | ?
CCOc1ccc(-n2nc3ccc(NC(=O)c4ccc(-c5cccc(Cl)c5)o4)cc3n2)cc1 | ?
Cc1cc(SCC2CCCCO2)nc2ccccc12 (stereo unspecified) | 2.8%
NC(=O)CCN1CCN(S(=O)(=O)c2ccc(F)c(Cl)c2)CC1 | -10.8%
Cc1cccc(C)c1NC(=O)Cn1nc2n(c1=O)CCCC2 | 0.9%
CCn1cc(CN2CCC(N3C(=O)C4(CCCCC4)C3c3ccncc3)CC2)cn1 (stereo unspecified) | -16.1%
Cc1ccc(/C=N/NC(=O)NC23CC4CC(CC(C4)C2)C3)o1 | -12.1%
CCC(=O)Nc1cc2c(cc1OC)C(c1ncnn1CC)CC(=O)N2 (stereo unspecified) | 7.0%
C=CCn1c(SCc2nc3ccccc3o2)nnc1-c1ccccc1 | 4.3%
CSC(C)C(=O)N(C)Cc1ccsc1 (stereo unspecified) | 24.4%
CCC(=O)N1CCC2(CC1)CC(N(CC)CC)CCO2 (stereo unspecified) | -7.7%
CCOc1c(Cl)cc(C(=O)N(Cc2ccc(N(C)C)cc2)Cc2ccco2)cc1Cl | -14.4%
CCCCN(C(=O)c1cccc(C)c1)c1c(N)n(CCC)c(=O)[nH]c1=O | -12.9%
CNS(=O)(=O)c1cn(CC(=O)NCc2ccc(N(C)C)cc2)cc1S(=O)(=O)NC | 34.6%
CCn1c(C(=O)NCc2cc(Br)ccc2OC)cc2oc3ccccc3c21 | ?
CCCCCn1cnc2c1c(=O)[nH]c(=O)n2CCCC | 3.3%
O=C(COc1ccc(F)cc1)Nc1ccc(S(=O)(=O)N(Cc2ccccc2)c2ccccc2)cc1 | 11.4%
Cc1ccc(C(=O)N(C)C2CCCCC2)cc1I | 1.5%
COc1ccccc1CNS(=O)(=O)c1ccc(-c2cnc(C3CC3)o2)cc1 | ?
O=C(CSc1cnc2ccccc2n1)OCc1ccccc1 | 18.9%
COC(=O)c1cccc(NC(=O)C2CC(=O)Nc3cc(F)ccc32)c1 (stereo unspecified) | 14.2%
N#Cc1cccc(CN2CCCCC23Cc2ccccc2CNC3=O)c1 (stereo unspecified) | 8.5%[149 µM]
Cc1oc(C(O)c2ccccc2F)nc1C(=O)Nc1ccc(C(=O)Nc2ccccc2)cc1 (stereo unspecified) | ?
CCCN(Cc1nnc(-c2ccccc2Cl)o1)C(=O)c1ccc(C#N)cc1 | -16.1%

Three compounds out of the list, ordered by length of the SMILES, lowest first:
SMILES | KDM5B inh
O=C(CSc1cnc2ccccc2n1)OCc1ccccc1 | 18.9%
NC(=O)CCN1CCN(S(=O)(=O)c2ccc(F)c(Cl)c2)CC1 | -10.8%
COc1ccccc1CNS(=O)(=O)c1ccc(-c2cnc(C3CC3)o2)cc1 | ?

Next structures follow.
SMILES | KDM5B inh
O=C(OCc1nc2ccccc2[n+]([O-])c1C(=O)c1ccccc1)c1ccco1 | 20.9%
O=S(=O)(Cc1ccccc1)NC[C@H]1Cn2cc(-c3ccccc3)nc2CO1 | -20.7%[86.2 µM]
Cc1ccc(Nc2n[nH]nc2C(=O)Nc2ccc(C)c(Cl)c2)cc1 | -7.2%
COc1ccc(-c2c3c(=O)n(C)c(=O)n(C)c3cn2-c2cccc(N)c2)cc1 | ?
COc1ccc(-c2nn(CC(=O)Nc3ccccc3F)c3c2cnc2ccc(F)cc23)cc1 | -17.2%
Cc1oc(-c2ccccc2)nc1CC(=O)Nc1cc(S(=O)(=O)N2CCCCC2)ccc1N(C)C | -14.2%
CCCc1nc2ccccc2n2c(-c3cccc(C)c3)c3c(=O)n(C)c(=O)n(C)c3c12 | ?
CCc1cccc(NS(=O)(=O)c2cc(-c3cnc(C)o3)ccc2OC)c1 | 0.5%
CCC1CN(C(=O)Nc2cccc3c2CCCC3)c2cc(C)ccc2O1 (stereo unspecified) | -4.3%
COc1ccc(-c2nc(C)nc3c2CN(C(=O)c2ccc(C)cc2)CC3)cc1 | ?
CC(=O)c1ccc(N2CCN(C(=O)C3CCN(S(=O)(=O)c4cccc5nonc45)CC3)CC2)cc1 | -13.2%
O=C(CN1CCOC1=O)N1CCn2nc(C(O)Cc3ccccc3)cc2C1 (stereo unspecified) | 19.4%
O=C(NC1CCN(c2cc(-c3ccccc3)[nH]n2)CC1)c1ccc(F)c(Cl)c1 | ?
COc1cccc(CCC(=O)Nc2ccc3ncnc(N4CCCC4)c3c2)c1 | 10.1%
Cc1ccc(CN2CCCOCCNC(=O)CC2)o1 | ?
CC(c1ccon1)N(C)C(=O)c1cc(CN2CCC(Cc3ccccc3)CC2)on1 (stereo unspecified) | -7.1%
COc1cccc(CCC(=O)N2CCc3nn(CC4CC4)c(=O)n3CC2)c1 | -6.9%
Cc1cc(Cl)ccc1NC(=O)CSc1ncnc2ccccc12 | 12.5%

As entered above:
Result for COc1cccc(CCC(=O)Nc2ccc3ncnc(N4CCCC4)c3c2)c1 in KDM5B inh: 10.1%
Result for O=C(Nc1ccc(Sc2ccc(Br)cc2)cc1)c1n[nH]c(=O)c2ccccc12 in KDM5B inh: 8.2%

The list is partial; count on the stated rates, not on these rows.
